Bioassay records: PubChem BioAssay, National Center for Advancing Translational Sciences (NCATS)
Nrf2 ARE act – activates Nrf2 signaling. AREc32 ARE-luciferase reporter (MCF7-derived line), luminescence, 24 h. Potency, µM (titrated, usually from 46.1 µM), for inactives: top-dose activation, hits mostly activators. 410,000 tested, 0.31% active; also: % of control where 0% means no effect; nearly all actives have a fitted effect of over 65% in size
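AREc32 cells carrying an ARE-driven firefly luciferase, 1000 cells/well in OPTI-MEM with 5% FBS, dosed after overnight attachment and incubated 24 hr at 37 deg C. Steady-Glo luminescence read after 30 min at RT.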
ATXN viability – reduces viability in counter-screen for ATXN expression inhibitors; S2 cells (HEK-293 line with an ATXN2-luciferase reporter) viability, CellTiter-Fluor protease fluorescence, 24 h; Potency, µM (highest dose often 56.7 µM), actives largely listed as cytotoxic; 400,000 tested, 0.49% active; AID 651635; also: nearly all actives have a fitted effect of over 40% in size
Nrf2 inh – inhibitors of Nrf2 signaling; A549 ARE-Fluc reporter, luciferase luminescence, 18-24 h; 360,000 tested, 2.1% active; AID 504444; Potency, µM (titrated, usually from 46 µM), inactives show at the top dose activity change, negative = inhibition, most hits filed as inhibitors; also: % is scaled to controls: 0 for no effect and ±100 for the full control effect; nearly all actives have a fitted effect of over 60% in size
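Cells were seeded and rested 2 h, then exposed to compounds for 18-24 h. CellTiter-Fluor was read first as a viability measure. BugLite was added 15 min before the final luminescent read of ARE-luciferase activity in A549 cells.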
HepG2 viability – kills HepG2 cells in TGF-b inhibitor counter-screen; HepG2 CAGA-GFP viability, ATP luminescence, 18 h; Potency, µM (highest dose often 46.1 µM), for the others: at the top dose activity change, negative = cytotoxicity, most hits filed as cytotoxic; 410,000 tested, 0.76% active; also: some results filed as inactive show a strong effect at the top dose
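CellTiter-Glo luminescence gave cytotoxicity after 18 hours at 37 degrees C. The cells were HepG2 CAGA-GFP in 1% FBS DMEM, stimulated with 500 pg/mL TGF-beta after compound addition. %Activity was normalised to no-cell wells (complete cell-killing) and DMSO (no toxicity), and curves were fitted and classified.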
ATXN2 expr inh – ATXN2 expression inhibition | HEK-293 ATXN2-luciferase reporter, luminescence, 24 h | Potency, µM (titrated, usually from 57 µM), inactives show top-dose activity change, negative = inhibition, hits mostly inhibitors | 360,000 tested, 0.72% active; also: % is scaled to controls: 0 for no effect and ±100 for the full control effect; nearly all actives have a fitted effect of over 55% in size
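qHTS (up to 57 uM final) was run with 24 h compound exposure of reporter cells at 37 °C. Each well was multiplexed: SteadyGlo luminescence measured ATXN2-luciferase expression after a fluorogenic Gly-Phe-AFC viability readout (25 uM final).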
EPAC2 antag – EPAC2 (human) antagonism; EPAC2 GEF exchange of Rap1B-BODIPY-GDP, fluorescence; Potency, µM (highest dose often 114 µM), without a hit: at the top dose activity, negative = inhibition, hits mostly inhibitors; 360,000 tested, 0.18% active; AID 720708; also: % is scaled to controls: 0 for no effect and ±100 for the full control effect; nearly all actives have a fitted effect of over 45% in size; many of its hits are not listed in these tables
Target sequence (Q8WZA2 whole entry, looked up): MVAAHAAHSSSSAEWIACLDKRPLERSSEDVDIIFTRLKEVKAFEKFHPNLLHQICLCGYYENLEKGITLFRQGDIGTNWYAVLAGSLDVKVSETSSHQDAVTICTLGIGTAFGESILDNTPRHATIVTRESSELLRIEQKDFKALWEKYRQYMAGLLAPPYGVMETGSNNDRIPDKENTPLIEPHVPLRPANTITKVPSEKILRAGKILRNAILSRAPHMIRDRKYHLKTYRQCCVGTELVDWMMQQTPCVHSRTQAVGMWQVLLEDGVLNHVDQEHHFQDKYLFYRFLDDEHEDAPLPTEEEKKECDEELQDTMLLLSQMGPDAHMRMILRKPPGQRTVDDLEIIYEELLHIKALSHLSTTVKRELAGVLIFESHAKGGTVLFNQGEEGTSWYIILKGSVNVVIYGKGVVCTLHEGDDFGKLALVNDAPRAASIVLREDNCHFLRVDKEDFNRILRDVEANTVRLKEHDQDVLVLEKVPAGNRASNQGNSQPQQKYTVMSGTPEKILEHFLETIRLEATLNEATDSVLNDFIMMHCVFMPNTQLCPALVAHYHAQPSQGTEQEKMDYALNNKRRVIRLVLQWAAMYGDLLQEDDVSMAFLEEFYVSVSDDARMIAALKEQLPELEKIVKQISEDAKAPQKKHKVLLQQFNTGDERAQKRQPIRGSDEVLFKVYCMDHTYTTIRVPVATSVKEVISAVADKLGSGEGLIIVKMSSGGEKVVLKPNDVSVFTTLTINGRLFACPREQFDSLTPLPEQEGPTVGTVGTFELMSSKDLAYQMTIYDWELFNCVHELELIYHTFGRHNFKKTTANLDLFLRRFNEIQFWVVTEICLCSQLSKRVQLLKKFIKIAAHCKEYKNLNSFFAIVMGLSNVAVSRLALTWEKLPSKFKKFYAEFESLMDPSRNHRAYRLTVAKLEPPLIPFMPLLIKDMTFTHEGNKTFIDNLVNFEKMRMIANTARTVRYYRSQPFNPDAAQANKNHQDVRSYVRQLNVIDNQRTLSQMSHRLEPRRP
MCF10A rereplic – inducers of DNA re-replication in MCF 10A breast cells | MCF 10A DNA re-replication, Hoechst nuclear intensity, 48 h | Potency, µM (highest dose often 46.1 µM), for the others: at the highest dose activity, positive = re-replication, actives largely listed as activators | 350,000 tested, 2.9% active; also: % of control where 0% means no effect; nearly all actives have a fitted effect of over 50% in size
A549 viability – kills or reduces viability of A549 cells in Nrf2 counter-screen. A549 ARE-Fluc cells, CellTiter-Fluor viability, 18-24 h. Potency, µM (top dose mostly 46 µM), for inactives: at the top dose activity change, negative = cytotoxicity, hits mostly inhibitors. 390,000 tested, 0.16% active; also: % is scaled to controls: 0 for no effect and ±100 for the full control effect
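Cytotoxicity counterscreen: CellTiter-Fluor fluorescence was measured in A549 ARE_Fluc cells after 18-24 h of compound exposure in a concentration series. The subsequent BugLite luminescent read reports ARE-luciferase activity.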
TGFb SMAD3 inh – inhibitors of TGF-b signaling. Potency, µM (titrated, usually from 46.1 µM), inactives show at the top dose activity, negative = inhibition, usual class: inhibitors. HepG2 CAGA-GFP TGF-b/SMAD3 reporter, GFP fluorescence, 18 h; TGF-beta stimulated, 500 pg/mL final. 410,000 tested, 1.2% active; also: % is scaled to controls: 0 for no effect and ±100 for the full control effect; nearly all actives have a fitted effect of over 65% in size
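HEPG2 CAGA-GFP, 1000 cells/well; 2 h settle, 37 C; cpd via pin tool; TGF-b 500 pg/mL final; 18 h, 37 C; GFP imaging ex488/em500-530; %Activity normalised to -TGF-b and +DMSO controls; CRC fit, curve class.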
* marks the source's active call; other numbers are inactive results; i = inactive; ? = inconclusive; nt = not tested or not shown; & = joins results of further samples; [ ] = remark or other dose. Calls follow the shape of the dose curve; as a rule, active = well fitted curve in the direction sought with a large enough effect; inconclusive = small, poorly fitted or top-dose-only effect, or another doubt; inactive = no such curve, though single readings can be large; an effect the other way counts as inactive or inconclusive. Potency is read from the fitted curve at half-maximal effect. A portion of the library; rates above refer to the full screens.

Below each SMILES – Nrf2 ARE act	ATXN viability	Nrf2 inh	HepG2 viability	ATXN2 expr inh	EPAC2 antag	MCF10A rereplic	A549 viability	TGFb SMAD3 inh
CC(=O)Nc1sc2c(c1C(=O)N1CCOCC1)CCCCC2
  0.6%	i	1%	3%	-10%	-11%	1%	12%	-12%
O=C(O)[C@@H]1Cc2ccccc2N1
  4.7%	i	12%	0%	-15%	-6%	-3%	-1%	-1%
O=c1n(-c2ccccc2)c(=O)n2n1CCC2
  2.7%	i	11%	4%	2%	-1%	-14%	0%	0%
CCn1c(SCC(=O)Nc2oc(-c3ccccc3)c(-c3ccccc3)c2C#N)nnc1-c1cc(OC)cc(OC)c1
  -0.1%	i	nt	5%	1%	-1%	?	-1%	-6%
O=C(CC1OC(=O)c2ccccc21)NCC1COc2ccccc2O1 (stereo not drawn)
  0.0%	?	7%	-2%	6%	3%	0%	0%	29%
Cc1ccc(S(=O)(=O)N2CCN(CC(O)CN3CCOCC3)CC2)cc1 (stereo not drawn)
  -1.0%	i	7%	0%	-5%	4%	?	6%	-4%
CN1CCN(C(=O)CSc2nc(-c3cccs3)ccc2C#N)CC1
  ?	i	nt	-1%	17%	-9%	?	0%	-2%
Cc1cc2c(c(CO)c1CCO)C(=O)[C@@H](C)[C@@H]2O
  -0.8%	i	-5%	0%	3%	22%	-18%	8%	-4%
COc1ccccc1N1C(=O)c2ccccc2NC1c1ccc(O)cc1 (stereo not drawn)
  -0.4%	i	4%	-1%	-1%	-4%	5%	-11%	-16%
O=C(Nc1ccccn1)c1ccc(S(=O)(=O)N2CCCCCC2)cc1
  4.4%	i	21%	-11%	23%	-4%	-5%	-3%	-6%
O=C(CSc1ncnc2scc(-c3ccc(F)cc3)c12)c1ccc2c(c1)OCCO2
  1.1%	i	?	3%	-19%	13%	-7%	-1%	0%
Cc1cccnc1NC(=O)c1ccc(S(=O)(=O)N2CCCCC2)cc1
  0.1%	i	-1%	-1%	6%	5%	-2%	-2%	3%
COc1cccc(NC(=O)CN(C)CC(=O)Nc2cccc(C(F)(F)F)c2)c1
  2.6%	i	-3%	-1%	-11%	-16%	15%	-8%	-1%
Cc1nc2ccc(C(=O)Nc3ccccc3Cl)cc2s1
  0.1%	?	?	0%	nt	1%	1%	-4%	8%
Cc1c(Cl)cccc1N(CC(=O)N1CCCCCC1)S(C)(=O)=O
  -0.5%	i	10%	-4%	-3%	11%	12%	0%	7%
O=C(c1ccc2c(c1)OCO2)C1CCCN(C(=O)Nc2ccc(F)cc2F)C1 (stereo not drawn)
  5.3%	i	2%	7%	nt	2%	-3%	16%	?
CCOC(=O)C(NCCc1ccc(F)cc1)(NC(=O)CC)C(F)(F)F (stereo not drawn)
  -0.6%	i	-7%	-10%	0%	-3%	8%	0%	-10%
CCOC(=O)C(C)C1(O)c2ccccc2-c2ncccc21 (stereo not drawn)
  -0.6%	i	11%	2%	-8%	7%	-3%	-1%	11%
O=C(N/N=C/c1cccs1)C(=O)Nc1cccc(Cl)c1
  0.3%	?	2%	1%	nt	17%[57.1 µM]	3%	10%	-3%
COc1ccc(OC)c(NC(=O)COC(=O)Cn2nnc(-c3ccccc3)n2)c1
  -1.2%	i	1%	-16%	4%	-4%	-6%	6%	6%
CC(CC(F)(F)F)N1CCC(n2nccc2NC(=O)CCCc2ccccc2)CC1 (stereo not drawn)
  1.7%	i	-4%	-16%	1%	0%	-7%	-1%	-17%
Cc1ccc(Br)c(NS(=O)(=O)c2cccc(C(=O)N3CCNC(=O)C3)c2)c1
  -1.2%	i	-9%	-3%	1%	-2%	-2%	3%	?
CC(NC(=O)Cc1ccsc1)c1ccc(S(N)(=O)=O)cc1 (stereo not drawn)
  0.1%	i	4%	7%	-6%	9%	-27%	-2%	-3%
Cc1ccc(N=Cc2c(O)n(-c3ccc4c(c3)OCO4)c(=O)c3ccccc23)cc1
  0.1%	i	?	-8%	-10%	6%	?	-24%	2%
O=C(Nc1ccccc1Br)c1cccc2ccccc12
  17%	?	5%	7%	-12%	4%	6%	-6%	-6%
O=c1[nH]cnc2c1nc(NCc1ccccc1)n2C1O[C@@H](CO)[C@H](O)[C@@H]1O (stereo partly drawn)
  0.1%	i	-5%	-4%	13%	-3%	4%	-2%	-5%
C#CCOC(=O)CCCC(=O)NCCCCCCCC
  -0.2%	i	23%	-13%	nt	-13%	12%	16%	-9%
CC(Sc1nnnn1-c1ccc(O)cc1)C(=O)NNC(=O)c1ccc(F)cc1 (stereo not drawn)
  0.8%	i	-8%	-3%	0%	9%	3%	-2%	0%
COc1ccc(N(CC(=O)NCc2ccccc2OC)S(=O)(=O)c2ccccc2)cc1
  9.2%	i	9%	-11%	-9%	-15%	-3%	16%	28%
COc1cc2ccccc2cc1C(=O)Nc1ccc(C)cn1
  15%	i	?	8%	28%	2%	1%	7%	11%
CC1(C)CC(=O)C=C(NC2CCCCC2)C1
  -0.9%	i	4%	18%	9%	20%	-16%	0%	7%
Cc1cc2c(cc1C)NC(C)CC(=O)N2 (stereo not drawn)
  -0.6%	i	?	1%	2%	-5%	1%	-4%	1%
C[C@H](CCC(=O)NCC(=O)O)[C@H]1CC[C@H]2[C@@H]3[C@H](O)C[C@@H]4C[C@H](O)CC[C@]4(C)[C@H]3C[C@H](O)[C@]12C
  0.3%&0.0%&0.6%	i	-10%&-5%&8%	-9%&-17%&-7%	3%&-3%&-14%	-9%&1%&6%	10%&-4%&-2%	4%&-2%&7%	21%&-2%&8%
CCOc1cccc2cc(C(=O)Nc3ccccc3-c3ccccc3)c(=O)oc12
  3.0%	?	6%	-21%	7%	1%	-1%	1%	?
CC(=O)Oc1c(C)c(C)c2c(c1C)CC[C@@](C)(CCC[C@H](C)CCC[C@H](C)CCCC(C)C)O2
  0.7%	i	-12%	-19%	4%&18%	-6%	1%	6%	1%
CCCNC(=O)c1ccc2c(c1)N(Cc1cccc(C)c1)C(=O)c1ccccc1S2
  2.5%	nt	nt	-16%	nt	nt	nt	4%	0%
COc1cc(CNCCSc2nnnn2C)cc(Cl)c1OCc1ccccc1
  5.3%	i	-32%	-28%	-2%	nt	nt	-3%	-10%
CCOC(=O)CSc1nc2c(sc(=S)n2-c2ccc(CC)cc2)c(=O)[nH]1
  4.1%	i	?	-25%	0%	-12%	3%	-10%	?
O=C(CSc1nc2scc(-c3ccccc3)c2c(=O)[nH]1)N1CCOCC1
  -0.4%	i	?	-1%	-9%	1%	0%	-7%	2%
Cc1cccc(S(=O)(=O)NC(=O)C2(C)CCN2C(=O)Cc2ccsc2)c1 (stereo not drawn)
  -0.2%	i	nt	9%	4%	3%	nt	nt	-12%
COc1ccc(S(=O)(=O)NCC2CCCN(C(=O)CNC(C)=O)C2)cc1 (stereo not drawn)
  -0.5%	i	6%	3%	-17%	-2%	-2%	24%	16%
COC(=O)[C@@H]1C[C@@H]2CC[C@@H](O)C[C@@H]2N1Cc1ccc(C(F)(F)F)cc1
  -0.7%	i	-5%	-12%	2%	9%	?	-8%	0%
N=c1n(CCO)c2ccccc2n1CCOc1ccc(Cl)cc1Cl
  -4.0%	nt	-6%	11µM*	20µM*	8%	?	-7%	?
CN(c1ccccc1C(=O)Nc1ccc(S(=O)(=O)N2CCCCC2)cc1)S(C)(=O)=O
  -0.2%	i	12%	-13%	-2%	6%	0%	-6%	?
CC(C)C[C@H]1CNC(=O)C(=O)N1CC1CCN(CCC(C)(C)C)CC1
  0.5%	i	2%	-33%	-3%	-5%	4%	9%	2%
CCc1cccc(C)c1N=Cc1c(O)c2ccccc2oc1=O
  28%	i	?	19%	5%	?	17%	-17%	?
Cc1c(CCC(=O)N[C@@H](C)C(=O)O)c(=O)oc2c(C)c3oc4c(c3cc12)CCCC4
  -0.2%	i	?	-15%	nt	-28%	-14%	9%	27%
COC(=O)C(CC(C(=O)OC)C(=O)OC)C(=O)OC
  0.5%	i	nt	17%	0%	-2%	-2%	-4%	-15%
CCOc1cc(N2CCOCC2)c(OCC)cc1NC(=O)c1ccc(S(=O)(=O)N(C)C)cc1
  0.4%	i	-13%	-8%	nt	-3%	2%	-2%	3%
C=CCn1c(SCC(=O)N2CCN(C(=O)OCC)CC2)nc2c([nH]c3ccccc32)c1=O
  -0.9%	?	nt	-23%	nt	-8%	nt	nt	-10%
O=C(Nc1ccccn1)c1cccc(S(=O)(=O)N2CCCc3ccccc32)c1
  8.9%	i	?	-28%	?	7%	8%	-20%	-18%
O=c1c2ccccc2[nH]c2ccc(O)cc12
  10%	nt	-10%	1%	-12%	-4%	-12%	?	0%
CC1(NC(=O)Cc2ccc(Cl)c(Cl)c2)CCS(=O)(=O)C1 (stereo not drawn)
  0.1%	i	5%	-3%	2%	1%	?	2%	9%
Cc1ccccc1OCCCC(=O)Nc1ccc(Br)cc1
  -0.1%	i	13%	1%	-6%	10%	?	1%	-28%
COc1ccccc1N1CCN(Cc2cn[nH]c2-c2ccc(F)cc2)CC1
  -0.2%	?	?	-13%	-29%	-2%	4%	-7%	-20%
CC(=O)C(C)Oc1ccc2c3c(c(=O)oc2c1)CCCCC3 (stereo not drawn)
  2.4%	i	10%	-15%	37%[activator]	-2%	11%	-3%	-5%
O=C(Cn1ccc(=O)[nH]c1=O)Nc1nccs1
  -0.4%	i	nt	15%	nt	2%	nt	nt	13%
Cc1cccc(NC(=O)c2c(Br)sc3c2CCCC3)c1
  11%	i	-30%	-35%	7%	nt	nt	11%	?

As entered above:
Under Nrf2 ARE act, `Cc1cccc(NC(=O)c2c(Br)sc3c2CCCC3)c1` shows 11%
Under Nrf2 ARE act, `O=C(Cn1ccc(=O)[nH]c1=O)Nc1nccs1` shows -0.4%
